PI4K2A inh – PI4K2A (human) kinase inhibition; Q9BTU6; purified PI4K2A, ADP-Glo luminescence, 1 h; active compounds read low; activity change, negative = inhibition, % at 76.9 µM; actives 0.13% (n = 420,000); AID 1346378; in the data active means activity change below about -50%; inconclusive means mostly about -30% to -49%;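 further: -100% = wells without enzyme as full effect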
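Compounds are screened against recombinant PI4K2A using PI as substrate and ATP, the latter dispensed at 300 microM. Reactions run one hour at ambient temperature before ADP-Glo detection; full inhibition defined by wells lacking enzyme.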
JMJD2A Tudor inh – JMJD2A Tudor domain (human) inhibition | O75164 | AlphaScreen JMJD2A-Tudor / H3K4me3 peptide binding | Potency, µM (top dose mostly 114 µM), for inactives: top-dose activity change, negative = inhibition, actives largely listed as inhibitors | actives 4.4% (n = 390,000) | AID 504339; further: potency means the concentration at half of the fitted maximal effect; on the % scale 0 is the no-effect control and ±100 the full control effect; nearly all actives have a fitted effect of over 50% in size
ERG Ets-DNA blk – blocks human ERG Ets domain binding to DNA; P11308; fluorescence polarization, His-ERG Ets domain / labelled DNA; Potency, µM (top dose mostly 76.9 µM), inactives show at the top dose FP activity, negative = inhibition, usual class: inhibitors; actives 0.028% (n = 370,000); active means well fitted inhibition curve with a large enough effect in the polarisation, with a control signal flat; inconclusive means small, poorly fitted or top-dose-only effect, or effect the other way, or a change in a side signal; inactive means no such curve, though single readings can be large or run the other way; the % refers to the polarisation;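 further: polarization taken with two DNA probes labelled with fluorescein and Texas red; potency means the concentration at half of the fitted maximal effect; % of control where 0% means no effect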
Target sequence (P11308 whole entry, looked up, the tested form may be a part): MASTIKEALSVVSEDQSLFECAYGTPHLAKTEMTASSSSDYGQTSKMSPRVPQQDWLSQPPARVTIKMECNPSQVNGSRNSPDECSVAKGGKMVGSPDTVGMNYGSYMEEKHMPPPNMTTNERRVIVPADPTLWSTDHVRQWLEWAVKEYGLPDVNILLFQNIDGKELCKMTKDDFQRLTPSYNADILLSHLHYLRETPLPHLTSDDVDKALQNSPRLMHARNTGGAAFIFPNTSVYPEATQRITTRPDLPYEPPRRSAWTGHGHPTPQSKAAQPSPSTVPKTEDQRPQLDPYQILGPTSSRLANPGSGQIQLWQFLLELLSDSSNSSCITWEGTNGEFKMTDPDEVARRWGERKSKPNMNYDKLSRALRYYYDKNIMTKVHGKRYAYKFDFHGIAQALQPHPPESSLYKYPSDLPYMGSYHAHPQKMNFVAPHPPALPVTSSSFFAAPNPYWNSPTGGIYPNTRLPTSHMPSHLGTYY
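His-tagged ERG Ets domain (1 uM in the protein solution; 300mM KCl, 50mM Tris-HCl, 1mM EDTA, 1mM DTT, pH 7.5) received compound, then a probe mix of 5 nM fluorescein-DNA and 100nM Texas-615-DNA. Fluorescence polarization was read for both dyes.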
GLS inhibitor – blocks human kidney-isoform glutaminase activity; GLS enzymatic activity, qHTS titration; Potency, µM (top dose mostly 45.5 µM), for the others: at the highest dose activity change, negative = inhibition, usual class: inhibitors; actives 0.21% (n = 410,000); further: potency means the concentration at half of the fitted maximal effect; on the % scale 0 is the no-effect control and ±100 the full control effect
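Assay buffer: 45 mM KH2PO4 pH 8.2, 0.02% Tween-20. hKGA acts on L-glutamine (1 mM solution added); product glutamate is reported by an oxidase/peroxidase Amplex Red coupling, with fluorescence taken at baseline and 30 min.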
HP1b chromo inh – HP1-beta chromodomain-methylated histone interaction inhibition; AlphaScreen HP1-beta / biotin-H3K9me3 peptide binding; Potency, µM (series often up to 114 µM), for inactives: at the highest dose activity change, negative = inhibition, hits mostly inhibitors; actives 0.56% (n = 390,000); AID 540317; further: potency means the concentration at half of the fitted maximal effect; nearly all actives have a fitted effect of over 70% in size; inactives centre near 23
Target sequence (P83916 whole entry, looked up): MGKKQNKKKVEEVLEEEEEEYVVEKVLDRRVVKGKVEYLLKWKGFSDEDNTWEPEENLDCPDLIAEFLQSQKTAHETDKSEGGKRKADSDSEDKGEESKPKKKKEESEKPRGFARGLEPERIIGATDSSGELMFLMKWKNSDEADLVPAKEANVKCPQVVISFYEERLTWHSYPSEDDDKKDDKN
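HP1-beta protein (50 nM final) preincubated 30 min at room temperature with biotinylated H3(1-18)K9me3 peptide (50 nM) in PBS pH 7.4, 0.01% Tween-20, then compound added for 30 min. AlphaScreen streptavidin donor/nickel chelate acceptor beads (10 ug/mL final), 30 min dark, luminescence read.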
RGS4 inhibitor – blocks human RGS4-accelerated GTP hydrolysis | Transcreener GDP fluorescence polarization, RGS4-accelerated GTP hydrolysis | Potency, µM (series often up to 114 µM), without a hit: top-dose activity change, negative = inhibition, hits mostly inhibitors | P49798 | actives 0.039% (n = 390,000); further: potency means the concentration at half of the fitted maximal effect; on the % scale 0 is the no-effect control and ±100 the full control effect; nearly all actives have a fitted effect of over 75% in size; some results filed as inactive show a strong effect at the top dose
Target sequence (P49798 whole entry, looked up): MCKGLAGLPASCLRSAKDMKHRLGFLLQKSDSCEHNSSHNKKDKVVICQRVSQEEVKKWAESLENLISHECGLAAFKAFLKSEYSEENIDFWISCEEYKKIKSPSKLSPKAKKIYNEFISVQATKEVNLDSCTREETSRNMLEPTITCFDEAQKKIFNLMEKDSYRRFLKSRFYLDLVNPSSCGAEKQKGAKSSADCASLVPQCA
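MLSMR compounds (23 nl, pin-transferred) preincubated 10 min at room temperature with a 500nM (2x) first reagent, then RGS4 at 900nM (2x) plus Transcreener GDP mix added; fluorescence polarization (620/688 nm) read before and after 90 min at 30 °C.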
G9a block – inhibitors of human histone lysine methyltransferase G9a. Q96KQ7. G9a H3K9 monomethylation, AlphaScreen, 2 h. Potency, µM (highest dose often 102 µM), without a hit: top-dose activity, negative = inhibition, hits mostly inhibitors. actives 8.8% (n = 350,000). AID 504332; further: potency means the concentration at half of the fitted maximal effect; on the % scale 0 is the no-effect control and ±100 the full control effect; nearly all actives have a fitted effect of over 75% in size
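Using a bead-based AlphaScreen, monomethylated H3K9 product from 2 h room-temperature reactions (G9a 20 nM, peptide 500 nM, SAM 20 uM) was detected with 0.5 ug/mL rabbit anti-H3K9me1 antibody.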
BAZ2B inh – inhibitors of human BAZ2B bromodomain. AlphaScreen BAZ2B-H3K14Ac peptide displacement. Q9UIF8. Potency, µM (highest dose often 114 µM), without a hit: top-dose activity change, negative = inhibition, usual class: inhibitors. AID 504333. actives 4.4% (n = 360,000); further: potency means the concentration at half of the fitted maximal effect; on the % scale 0 is the no-effect control and ±100 the full control effect; nearly all actives have a fitted effect of over 60% in size
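In this displacement format the biotinylated H3(5-23) peptide acetylated at Lys14 serves as ligand at 50 nM, with BAZ2B at 50 nM in PBS pH 7.4 containing 0.01% Tween-20. Donor and acceptor beads are 10 ug/mL final.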
12-LOX inh – inhibitors of human 12S-lipoxygenase ALOX12; actives 1.1% (n = 580,000); AID 1671190; Potency, µM (series often up to 108 µM), without a hit: at the highest dose activity change, negative = inhibition, actives largely listed as inhibitors; P18054; purified 12hLO, xylenol orange hydroperoxide absorbance; further: potency means the concentration at half of the fitted maximal effect; on the % scale 0 is the no-effect control and ±100 the full control effect
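Purified human 12hLO at 150 nM in 25 mM Hepes, 0.01% Triton X-100, pH 7.0, preincubated 15 min at room temperature with compound. Reaction started with 40 uM arachidonic acid, 30 min at room temperature. Hydroperoxide measured by Fe-xylenol orange, 573/405 nm absorbance ratio.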
Active calls of the source: *; ? = inconclusive; nt = not tested or not shown; & = joins results of further samples; [ ] = dose if it differs, or a comment. Unless noted, the call rests on the fitted dose curve; in most records, active means well fitted curve in the direction sought with a large enough effect; inconclusive means small, poorly fitted or top-dose-only effect, or another doubt; inactive means no such curve, though single readings can be large; an effect the other way counts as inactive or inconclusive. This is a subset (hit frequency here may not be typical).

nr | Compound | PI4K2A inh | JMJD2A Tudor inh | ERG Ets-DNA blk | GLS inhibitor | HP1b chromo inh
1 | Cc1ccc(OCC(=O)Nc2ccccc2OCc2cc(=O)n3ccccc3n2)cc1C | 5 | -10% | 4% | -8% | 10%[57 µM]
2 | CCSc1nsc(SCC)c1C(N)=O | -1 | -8% | 12% | 4% | 40%[activator]
3 | COC(=O)c1ccccc1NC(=S)N1CCN(c2ccc(OC)cc2)CC1 | 4 | 56µM* | -12% | -3% | 38%
4 | COC(=O)c1ccccc1NC(=O)c1c(Br)cnn1C | -3 | 8% | 1% | 3% | 55%[activator]
5 | Cc1cc(/C=C(\C#N)C(=O)OCC(=O)NC(=O)NC(C)(C)C)c(C)n1CCC(C)C | -4 | -26% | 6% | 1% | -3%
6 | COc1ccc(/C=C2\C(=O)OCc3cc(OC)c(OC)cc32)cc1OC | -8 | ? | 0% | 5% | 24%
7 | Cc1sc2nc(COC(=O)c3cccc(S(=O)(=O)N(C)c4ccccc4)c3)[nH]c(=O)c2c1C | -4 | -21% | 17% | 4% | -15%
8 | Cc1nnc(NC(=O)c2cc3ccccc3o2)s1 | 0 | -16% | 1% | 8% | -3%
9 | Cc1cccc(NC(=O)c2cc(S(=O)(=O)N3CCc4ccccc43)ccc2F)c1C | 6 | -13% | 3% | -8% | 5%
10 | O=C(CNS(=O)(=O)c1ccc(Br)s1)N1CCN(c2ncccn2)CC1 | 4 | -9% | -3% | 3% | 24%

nr | RGS4 inhibitor | G9a block | BAZ2B inh | 12-LOX inh
1 | 4% | 8%[59 µM] | 11% | -8%
2 | -3% | ? | 7% | ?
3 | -10% | ? | nt | -5%
4 | -15% | 48%[activator] | 9% | 332%[activator]
5 | -9% | 2%[12.7 µM] | -21% | 0%
6 | -10% | -10% | -37% | -11%
7 | -15% | 6%[12.7 µM] | -34% | -2%
8 | 0% | 26% | -17% | 3%
9 | 15% | 0%[59 µM] | 7% | -31%
10 | 6% | -12%[59 µM] | -5% | 3%

Remaining list, next part
nr | Compound | PI4K2A inh | JMJD2A Tudor inh | ERG Ets-DNA blk | GLS inhibitor | HP1b chromo inh
11 | CN(CC(=O)Nc1ccc(Cl)c(C(F)(F)F)c1)C(=O)c1cccc(N2C(=O)CCC2=O)c1 | 9 | 5% | 3% | -5% | 30%
12 | COc1ccc(CN2CCN(Cc3ccco3)CC2)c(OC)c1 | 9 | 3.2µM* | -7% | -1% | ?
13 | COC(=O)COc1cccc2c(=O)n(CC(=O)N3CCCc4ccccc43)ccc12 | 6 | -12% | 11% | 9% | 27%
14 | O=C(CCCc1nc(-c2ccccc2)no1)N1CCOCC1 | -7 | -4%[57.1 µM] | -6% | 3% | 13%
15 | CCCCCCCCOC1OC(CO)C(O)C(O)C1NC(C)=O (stereo not drawn) | 4 | 79µM* | -1% | 2% | -5%
16 | COc1ccc(OCCCC(=O)NNC(=O)c2ccncc2)cc1 | -1 | -9% | -1% | 4% | 22%
17 | Fc1ccc(-c2nc3n(n2)Cc2ccccc2-3)cc1 | ? | 7% | 4% | -10% | 33%
18 | CC(=O)Nc1sc(N/N=C/c2ccc(C)cc2)nc1-c1ccc(C)cc1 | 0 | 45µM* | 0% | -13% | ?
19 | COc1cc(OC)cc(C(=O)NNC(=S)Nc2ccc(S(N)(=O)=O)cc2)c1 | -4 | -30% | 0% | 22% | 2%
20 | Cn1c(=O)c2c(nc(NCCc3ccccc3)n2Cc2ccccc2Br)n(C)c1=O | -2 | -11% | 3% | 5% | 21%

nr | RGS4 inhibitor | G9a block | BAZ2B inh | 12-LOX inh
11 | 25% | 9%[59 µM] | -5% | 10%
12 | -8% | 40µM* | 40µM* | ?
13 | -3% | -12%[59 µM] | 12% | 47%[activator]
14 | 5%[11.4 µM] | -2% | 5% | 37%[activator]
15 | -30% | 35%[0.501 µM] | -39% | 0%
16 | 3% | 11%[59 µM] | -6% | 0%
17 | -19% | 9%[12.7 µM] | 7% | 0%
18 | 6% | ? | ? | ?
19 | -14% | -20%[59 µM] | 8% | -6%
20 | 1% | -1%[59 µM] | 0% | 48%&0%[activator]

Additional entries follow.
nr | Compound | PI4K2A inh | JMJD2A Tudor inh | ERG Ets-DNA blk | GLS inhibitor | HP1b chromo inh
21 | CC(=O)C(/C=N/c1cc(-c2ccc(C)cc2)nn1-c1ccccc1)=C(\C)O | -5 | 5% | -6% | 1% | 31%
22 | Cc1cccc(NC(=O)c2cc(=O)[nH]c3ccccc23)c1 | -2 | -5% | -19% | 6% | 10%
23 | O=C(N/N=C/c1ccoc1)c1cc(Br)ccc1O | -5 | ? | 5% | -2% | 16%
24 | CC(=O)c1cccc(N=Nc2c(C)[nH]c3ccccc23)c1 | -14 | ? | 8% | 6% | -31%
25 | Cc1cccc(C(=O)OCC(=O)N(C)C(c2ccccc2)c2ccccc2)c1[N+](=O)[O-] | -7 | -26% | 14% | -4% | 14%
26 | COc1ccc2oc(C(=O)OC(C)C(=O)NCc3ccccc3)c(C)c2c1 (stereo not drawn) | 3 | -13% | -4% | 3% | 3%
27 | CC(CC(=O)O)CC(=O)Nc1cc(C(F)(F)F)cc(C(F)(F)F)c1 (stereo not drawn) | 3 | -13% | -1% | 4% | -4%
28 | COc1ccc(Cl)cc1C(=O)Nc1ccccc1N1CCN(C)CC1 | 4 | -24% | 1% | 8% | -8%
29 | O=C(Nc1ccc(S(=O)(=O)Nc2ncccn2)cc1)C1=NN(c2ccccc2)C(=O)CC1 | 5 | ? | 10% | -29% | 7%
30 | CC(NC(=O)NC1CCCCC1)C(c1cccs1)N1CCN(C)CC1 (stereo not drawn) | 2 | -14% | -9% | 6% | 25%

nr | RGS4 inhibitor | G9a block | BAZ2B inh | 12-LOX inh
21 | -12% | ? | -5% | 1%
22 | 2% | ? | 2% | -15%
23 | -7% | nt | -28% | ?
24 | -16% | 10µM* | 35µM* | 0%
25 | 18% | ? | 19% | 5%
26 | 16% | 22%[0.501 µM] | 18% | 1%
27 | 7% | 14% | 19% | ?
28 | -1% | 13%[59 µM] | -2% | -13%
29 | -8% | nt | ? | ?
30 | 6% | -30% | -1% | 16%

Carrying on.
nr | Compound | PI4K2A inh | JMJD2A Tudor inh | ERG Ets-DNA blk | GLS inhibitor | HP1b chromo inh
31 | O=C(Nc1cccc(Cl)c1)ON=C1c2ccccc2-c2ccccc21 | 15 | 8% | nt | -8% | 17%
32 | CC1=C(c2ccccc2)C(=S)NC(C)(C)C1 | -3 | -26% | 46%[activator] | 0% | 33%
33 | O=C(CCN1C(=O)C2CC=CCC2C1=O)N1CCN(c2ccccn2)CC1 (stereo not drawn) | -9 | 2% | -16% | 4% | 46%
34 | CCn1c(=O)n(CC)c2cc(N3CCCCC3)c(NC(=O)Nc3ccccc3Cl)cc21 | -2 | ? | 2% | 10% | 18%
35 | COc1ccc(OC)c(NC(=O)N[C@@H](Cc2ccccc2)C(=O)O)c1 | 5 | -17% | 4% | 6% | 33%
36 | COC(=O)C1=C(C)N(CCc2ccccc2)C(=O)C1 | 9 | -6% | -1% | 14% | 32%
37 | COc1cccc(C2C(C#N)=C(N)OC3=C2C(=O)CC(c2ccco2)C3)c1OCc1ccc(F)cc1 (stereo not drawn) | -7 | ? | 0% | 13% | -24%
38 | COc1ccc(CN2CCSc3sccc3C2=O)cc1 | 1 | -9% | -5% | 2% | 35%
39 | COc1ccc(OC)c(NC(=O)CN2CCN(C(=O)c3ccco3)CC2)c1 | 6 | -11%[11.4 µM] | 4% | -5% | -27%
40 | CCCCn1c(N)c(N(CC)C(=O)c2ccc(Cl)c(Cl)c2)c(=O)[nH]c1=O | 0 | -2% | 7% | -27% | 22%
41 | CCOC(=O)c1ccccc1NC(=O)Cn1cnc2c(cnn2-c2ccc(OC)cc2)c1=O | 2 | -10% | 0% | -1% | 25%

nr | RGS4 inhibitor | G9a block | BAZ2B inh | 12-LOX inh
31 | -1% | -40% | -3% | ?
32 | -24% | -38% | ? | ?
33 | -12% | nt | 4% | -15%
34 | -20% | ? | -38% | 16%
35 | -14% | -4%[59 µM] | 3% | 0%
36 | -1% | ? | 12% | 28%
37 | -16% | 26%[0.501 µM] | ? | ?
38 | 19% | 20% | 0% | -1%
39 | -4%[11.4 µM] | ? | -6% | -13%
40 | 1% | 17% | 4% | 14%
41 | 1% | nt | nt | 4%

High-throughput results (PubChem BioAssay)
